MrgX1 allo act: positive allosteric modulators of MrgX1, primary screen, HEK293 cells, Fluo-4 calcium flux | Mas-related G-protein coupled receptor member X1 (Homo sapiens), Q96LB2 | FDSS; hits give high values | B-score at 10 µM | 0.63% of 310,000 active | AID 588675, 2011;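 active = plate-corrected calcium response at least 3 library SD above typical, normal starting fluorescence, not activating the receptor alone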;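 note: compound read alongside a low EC10 to EC30 dose of BAM8-22 agonist; peak minus trough fluorescence over baseline measured at the second addition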
HIF activator: HIF pathway transcriptional activators, primary screen, cell-based, U2OS HRE-luciferase, luminescence. 0.32% of 300,000 active. activation, % at 7.5 µM (by protocol). AID 1910, 2009. U2OS HRE-luciferase reporter; normalized: DMSO 0%, desferrioxamine 100%;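 active = mean activation of at least 10% of the iron chelator positive control signal, with at least half of replicates also reaching 10%; inconclusive = mean and replicate majority disagree about reaching 10%; inactive = mean and most replicates under 10%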
Platelet DG rel: inhibitors of platelet dense granule secretion, primary screen, cell-based, MLPCN, human platelets | human platelet-rich plasma, SFLLRN dense granule ATP release, luminescence | inhibition, %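 (compounds screened at 7.5 µM in platelet-rich plasma)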 | AID 1663, 2009 | 0.22% of 300,000 active;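 active = mean replicate score, as percent of positive control, at or above 50; inconclusive = mean below 50 but at least one replicate at or above 50; inactive = mean and every replicate below 50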
MrgX1 antag: antagonists of human MrgX1 receptor, primary screen, HEK293 cells, Fluo-4 calcium flux | Mas-related G-protein coupled receptor member X1 (Homo sapiens), Q96LB2 | B-score at 10 µM | BAM8-22 antagonism; hits give low values | AID 588676, 2011 | 1.3% of 310,000 active;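 active = calcium-response B-score plate-corrected more than 3 library SD below zero, starting fluorescence within 5 deviations, no agonist response on first addition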;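 note: peak minus trough fluorescence over baseline after final BAM8-22 challenge near maximal dose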
TRPC6 inhibitor: mouse TRPC6 channel inhibitors, primary screen, cell-based, HEK293, membrane potential dye; ACh-evoked depolarization; hits give low values; Short transient receptor potential channel 6 (Mus musculus), Q61143; 1.1% of 310,000 active; B-score at 10 µM;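 active = B-score under library mean minus 3 SD, initial fluorescence not abnormally high, positive integrated signal ratio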;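 note: B-score derived from integrated fluorescence ratio over the kinetic read; more negative B-score means stronger inhibition of depolarization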
Target sequence (Q61143 whole entry, looked up): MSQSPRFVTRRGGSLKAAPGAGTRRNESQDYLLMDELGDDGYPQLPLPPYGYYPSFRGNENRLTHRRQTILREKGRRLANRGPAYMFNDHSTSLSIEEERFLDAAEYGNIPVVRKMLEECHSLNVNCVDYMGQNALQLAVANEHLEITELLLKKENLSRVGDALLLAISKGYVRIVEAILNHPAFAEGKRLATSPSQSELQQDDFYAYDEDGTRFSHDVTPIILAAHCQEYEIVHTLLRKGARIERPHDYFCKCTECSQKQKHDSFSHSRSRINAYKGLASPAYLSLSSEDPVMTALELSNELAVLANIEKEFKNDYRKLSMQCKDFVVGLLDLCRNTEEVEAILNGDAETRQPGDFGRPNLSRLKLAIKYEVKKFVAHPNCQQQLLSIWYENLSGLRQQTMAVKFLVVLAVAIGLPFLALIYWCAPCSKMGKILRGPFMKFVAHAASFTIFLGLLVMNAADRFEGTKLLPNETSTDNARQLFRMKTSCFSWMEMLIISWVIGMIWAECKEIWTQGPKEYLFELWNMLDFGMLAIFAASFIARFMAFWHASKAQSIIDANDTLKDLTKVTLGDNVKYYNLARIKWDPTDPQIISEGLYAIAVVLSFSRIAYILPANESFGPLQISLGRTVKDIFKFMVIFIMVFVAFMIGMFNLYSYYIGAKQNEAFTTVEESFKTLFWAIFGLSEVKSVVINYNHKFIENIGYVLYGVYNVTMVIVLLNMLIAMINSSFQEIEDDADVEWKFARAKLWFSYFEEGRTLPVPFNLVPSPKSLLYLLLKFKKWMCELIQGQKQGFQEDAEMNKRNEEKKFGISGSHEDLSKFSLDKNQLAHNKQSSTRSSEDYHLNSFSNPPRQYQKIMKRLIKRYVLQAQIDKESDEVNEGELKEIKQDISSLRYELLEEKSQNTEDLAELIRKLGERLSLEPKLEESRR
RGS4 inh: RGS4 inhibitors, primary screen, cell-based, HEK293 M3R inducible RGS4, calcium flux; Fluo-4 calcium flux; hits give high values; triggered by carbachol at its EC20; 0.45% of 310,000 active; Regulator of G-protein signaling 4 (Homo sapiens), P49798; B-score at 10 µM;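 active = B-score, a plate-corrected calcium signal, over three deviations above library mean, with baseline fluorescence within five deviations of library mean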;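 note: RGS4 expression induced by doxycycline in cells with stable M3 receptor; B-score is computed from the integrated fluorescence ratio over baseline after carbachol; higher B-score means a larger calcium signal and so more RGS4 inhibition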
RGS4 act: RGS4 potentiators or activators, primary screen, cell-based, HEK293 M3R inducible RGS4, calcium flux | carbachol calcium flux Fluo4; hits give low values | B-score at 10 µM | 0.92% of 310,000 active | AID 463111, 2010;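 active = B-score of the integrated calcium signal more than 4 SD below the library mean, with starting fluorescence not abnormally high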;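 note: negative B-score means reduced calcium response which marks RGS4 activation or potentiation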
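Test system: HEK293 cells with stable M3R and inducible RGS4; also added: carbachol at ECmax as muscarinic agonist stimulus; schedule: dye loading 30 min 37 °C, buffer rest 30 min RT; technique: kinetic calcium fluorescence imaging with Fluo4-AM dye, 2 µM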
SKKanGAS inh: S. pyogenes SKKanGAS growth inhibitors in kanamycin, primary screen, streptokinase expression inhibitor project, SKKanGAS strain, BacTiter-Glo luminescence. 1.3% of 300,000 active. 6 h. inhibition, % at 7.5 µM;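 active = mean replicate score, as percent of positive control median, at least 50; inconclusive = mean below 50 but one replicate at or above 50; inactive = mean and every replicate below 50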;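 note: strain carries kanamycin resistance gene driven by streptokinase promoter and grows in 40 µg/ml kanamycin; loss of luminescence reflects streptokinase promoter inhibition or plain growth inhibition; 0% = median of DMSO wells and 100% = positive control at its reference dose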
TRPC6 act: mouse TRPC6 channel activators, primary screen, cell-based, HEK293, membrane potential dye; Short transient receptor potential channel 6 (Mus musculus), Q61143; 0.13% of 310,000 active; HEK293-TRPC6 membrane potential dye fluorescence; hits give high values; B-score at 10 µM;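 active = B-score of the integrated fluorescence ratio above library mean plus 3 SD, and starting fluorescence ratio within library mean plus 5 SD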;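 note: higher score means more depolarization so channel activation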
TRPC4 block: inhibitors of mouse TRPC4 channel, primary screen, Fluo4 calcium, HEK293 TRPC4beta/mu-opioid cells | B-score at 10 µM | DAMGO-evoked Fluo4 calcium flux; hits give low values | 0.39% of 300,000 active;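 active = B-score over 3 SD under the library average, no early fluorescence shift, positive overall ratio signal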
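Assay system: HEK293 cells with stable TRPC4beta plus mu-opioid receptor expression; Probe or stimulus: DAMGO in two steps, submaximal then maximal; Dosing: single-point compound dosing; Measured by: Fluo4 calcium-dye fluorescence, kinetic read; Read-out basis: B score from integrated Fluo4 fluorescence ratio.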
MrgX1 agonist: agonists of human MrgX1 receptor, primary screen, HEK293 cells, Fluo-4 calcium flux; Fluo-4 calcium fluorescence, agonist mode; hits give high values; B-score at 10 µM; 0.44% of 310,000 active; Mas-related G-protein coupled receptor member X1 (Homo sapiens), Q96LB2;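 active = calcium response B-score plate-corrected fluorescence ratio at least 3 library SD, with starting fluorescence B-score inside 5 SD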
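Test system: Stable human MrgX1 HEK293 cell line | Schedule: Overnight plating before 1 h dye loading | Read-out basis: Baseline-normalised fluorescence change ratio, B-scored | Detection: Kinetic calcium dye fluorescence, Fluo-4 NW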
Active calls of the source: *; i = inactive; ? = inconclusive; . = not tested or not shown.

SMILES | MrgX1 allo act | HIF activator | Platelet DG rel | MrgX1 antag | TRPC6 inhibitor | RGS4 inh | RGS4 act | SKKanGAS inh | TRPC6 act | TRPC4 block | MrgX1 agonist
CCOC(=O)N1CCN(C(=O)Nc2cccc3ccccc23)CC1 | i | 0.0 | -4 | i | i | i | i | 2 | i | i | i
Cc1ccc(NC(=O)CC(=O)NCCN2CCOCC2)cc1 | i | -0.2 | -14 | i | i | i | i | -6 | i | i | i
Cc1cc(C)nc(/N=C(/NC(=O)c2ccccc2)Nc2ccccc2)n1 | i | -5.5 | 6 | i | i | i | i | -6 | i | i | i
CCc1c(C)sc(NC(=O)c2cc(C)on2)c1C#N | i | 1.2 | -7 | i | i | i | i | -5 | i | i | i
O=C(Nc1ccc(F)c(Cl)c1)N1CCCCCC1 | i | 0.7 | -1 | i | i | i | i | 9 | i | i | i
CC1=C(C(=O)N2CCCCC2)C2(CCC(C)CC2)OC1=O (stereo not drawn) | i | 0.2 | -5 | i | i | i | i | -3 | i | i | i
CCOC(=O)c1nnn(CC(=O)Nc2cccc(OC)c2)c1C(=O)OCC | i | -0.8 | -7 | i | i | i | i | 2 | i | i | i
Cc1ccc(S(=O)(=O)NC(=O)Nc2cc(C(C)(C)C)on2)cc1 | i | -0.4 | 7 | i | i | i | i | 2 | i | i | i
COc1ccc(-c2c3c(=O)n(C)c(=O)n(C)c3cn2Cc2cccnc2)cc1 | i | 0.9 | 2 | i | i | i | i | -5 | i | i | i
COc1cc(C(=O)Oc2ccc(Br)cc2C(=S)N2CCOCC2)cc(OC)c1OC | i | -0.9 | . | i | i | i | i | -6 | i | i | i
CC(C)c1ccc(S(=O)(=O)c2n[nH]n3c2nc(=O)c2ccccc23)cc1 | i | -0.2 | 11 | i | i | i | i | 10 | i | i | i
COC(=O)c1cc(S(=O)(=O)NCC2CCN(Cc3cccc(F)c3)CC2)cn1C | i | -0.1 | -4 | i | i | i | i | -5 | i | i | i

Quoted at random: 2 records from the list
SMILES | MrgX1 allo act | HIF activator | Platelet DG rel | MrgX1 antag | TRPC6 inhibitor | RGS4 inh | RGS4 act | SKKanGAS inh | TRPC6 act | TRPC4 block | MrgX1 agonist
CC(C)c1ccc(S(=O)(=O)c2n[nH]n3c2nc(=O)c2ccccc23)cc1 | i | -0.2 | 11 | i | i | i | i | 10 | i | i | i
Cc1cc(C)nc(/N=C(/NC(=O)c2ccccc2)Nc2ccccc2)n1 | i | -5.5 | 6 | i | i | i | i | -6 | i | i | i

(listing goes on)
SMILES | MrgX1 allo act | HIF activator | Platelet DG rel | MrgX1 antag | TRPC6 inhibitor | RGS4 inh | RGS4 act | SKKanGAS inh | TRPC6 act | TRPC4 block | MrgX1 agonist
CCOC(=O)N1CCC(N2Cc3cccc(C(=O)Nc4ccc(CC)cc4)c3C2=O)CC1 | i | -0.3 | -3 | i | -7.4* | i | i | 35 | i | i | i
CCOC(=O)c1cc(-c2ccccc2)n[nH]1 | i | -0.3 | -22 | i | i | i | i | -1 | i | i | i
CN1CCN(NC(=S)NC(C)(C)CC(C)(C)C)CC1 | i | -0.4 | 3 | i | i | i | i | . | i | i | i
CSCCC(=O)N1CCCC(CNC(=O)c2ccccc2Cl)C1 (stereo not drawn) | i | 0.8 | 4 | i | i | i | i | -5 | i | i | i
COc1ccc(O)c(C(=O)c2cc(C#N)c(=O)n(-c3ccc(Cl)cc3)c2)c1 | i | 0.2 | 0 | i | i | i | i | 1 | i | i | i
COc1ccccc1NC(=S)N1CCNC(=O)C1CC(=O)Nc1cccc(C)c1 (stereo not drawn) | i | 0.2 | 2 | i | i | i | i | -2 | i | i | i
COc1cccc(NC(=O)Nc2ccc(Cc3ccncc3)cc2)c1 | i | 0.4 | -8 | i | i | i | i | -19 | i | i | i
Cc1cc(C(C)(C)C)ccc1OCC(=O)N/N=C\c1c(C)n(C)n(-c2ccccc2)c1=O | i | -0.1 | -20 | i | i | i | i | -3 | i | i | i
COc1cccc(/C=C/C(=C2/C(=O)N(c3ccccc3)N=C2C)c2ccc(Br)cc2)c1OC | i | 0.1 | -8 | i | i | i | i | ? | i | i | i
CCOc1cc(C(=O)NCCOC)cc(OCC)c1OCC | i | -0.4 | -6 | i | i | i | i | -3 | i | i | i
CC1Oc2ccccc2OC1(O)c1ccccn1 (stereo not drawn) | i | 0.3 | 4 | i | i | i | i | -4 | i | i | i
CCOC(=O)C1=C(C)NC(=O)NC1c1cccc(O)c1 (stereo not drawn) | i | 0.0 | -3 | i | i | i | i | 7 | i | i | i
O=C(CNC(=O)Cc1ccccc1)NCC(=O)OCc1ccc(C(=O)c2ccccc2)cc1 | i | 0.3 | -3 | i | i | i | i | -5 | i | i | i
Cc1ccc(-n2[nH]c(C)c(C=Nc3ccc4[nH]c(=O)[nH]c4c3)c2=O)cc1 | i | -1.0 | 6 | i | i | i | i | 21 | i | i | i
COc1ccc(C2C(C(=O)NC(C)C)c3ccccc3C(=O)N2C)cc1OC (stereo not drawn) | i | -0.4 | 7 | i | i | i | i | -1 | i | i | i
CCOC(=O)N1CCC(NC(=O)CN(c2ccc(C(C)C)cc2)S(=O)(=O)c2c(C)nn(C)c2C)CC1 | i | 0.6 | 5 | i | i | i | i | 3 | i | i | i
Cn1c(=O)n(C)c2cc(NS(=O)(=O)c3ccc(Cl)s3)ccc21 | i | 0.2 | -4 | i | i | i | i | -8 | i | i | i
Cc1cccc(N2CC(c3nc4ccccc4n3C)CC2=O)c1C (stereo not drawn) | i | -0.3 | -5 | i | i | i | i | -1 | i | i | i
O=C(c1ccc2c(c1)OCCCO2)c1cccs1 | i | 2.8 | 11 | i | i | i | i | 3 | i | i | i
O=C(NC(=S)Nc1ccccc1O)c1ccc(-c2ccc(Cl)cc2)o1 | i | 0.9 | -2 | i | i | i | i | 53* | i | i | i
COc1cccc(/C=N/NC(=O)CNC(=O)COc2ccccc2)c1O | i | 2.9 | 2 | i | i | i | i | 2 | i | i | i
CCCCn1c(N)c(N(CC(C)C)C(=O)C2CCN(S(=O)(=O)c3ccc(C)cc3C)CC2)c(=O)[nH]c1=O | i | 0.0 | 2 | i | i | i | i | 19 | i | i | i
CC1=C(C(=O)OCCC#N)C(c2cc3c(cc2Br)OCO3)NC(=O)N1 (stereo not drawn) | i | 0.1 | -3 | i | i | i | i | -2 | i | i | i
Cc1cc2c3c(c1)C1(SCC(=O)N1c1ccc(F)cc1)C(=O)N3C(C)(C)CC2C (stereo not drawn) | i | -0.1 | -4 | i | i | i | i | 6 | i | i | i
CCCCCC/C(=N\NS(C)(=O)=O)c1ccccc1 | i | -0.4 | 8 | i | i | i | i | 3 | i | i | i
Cc1ccc(CNC(=O)C2CCC(CNc3c(N4CCOCC4)c(=O)c3=O)CC2)cc1 (stereo not drawn) | i | 0.0 | 28 | i | i | i | i | -5 | i | i | i
O=C(Nc1ccncc1)C1CCN(S(=O)(=O)c2ccccc2C(F)(F)F)CC1 | i | -0.2 | 10 | i | i | i | i | -2 | i | i | i
CCN1CCCC1CNCc1ccc(Cl)cc1Cl (stereo not drawn) | i | 0.6 | -6 | i | i | i | i | -2 | i | i | i
Cc1ccc(NC(=O)/C(=C\c2cccc(Br)c2)NC(=O)c2ccco2)cc1 | i | -0.1 | 17 | i | i | i | i | 4 | i | i | i
N#Cc1ccc(C23CC4(C2)[C@H](CN(Cc2cccnc2)[C@@H]4c2ccccc2)C3c2ccccc2)cc1 (stereo partly drawn) | i | -1.2 | 7 | i | i | i | i | 17 | i | i | i
CCOC(=O)C(Sc1nnc(-c2ccncc2)o1)C(C)=O (stereo not drawn) | i | 0.0 | 2 | i | i | i | i | 1 | i | i | i
O=C1[C@@H]2[C@@H]3C[C@@H]([C@H]4ON=C(c5ccc(Cl)cc5Cl)[C@@H]34)[C@@H]2C(=O)N1C1CCCCC1 | i | -0.7 | 4 | i | i | i | i | 1 | i | i | i
Nc1ccc(Oc2c(Cl)cccc2Cl)nc1 | i | 0.0 | 9 | i | i | i | i | 0 | i | i | i
CCOc1ccc(NC(=O)NCC2CCN(Cc3ccc(F)cc3)CC2)cc1 | i | 0.1 | -3 | i | i | i | i | 3 | i | i | i
CC(NC(=O)c1cccnc1)C(c1cccs1)N1CCOCC1 (stereo not drawn) | i | . | -4 | i | i | i | i | 2 | i | i | i
COc1cccc(C(=O)NC(C)C(c2cccs2)N2CCOCC2)c1 (stereo not drawn) | i | 0.0 | -2 | i | i | i | i | -3 | i | i | i
COc1ccc(C(=O)NC2CCN(C(=O)NCc3ccccc3)CC2)cc1 | i | 0.2 | 0 | i | i | i | i | -6 | i | i | i
COc1ccc(Cl)cc1S(=O)(=O)NCc1cccs1 | i | -0.3 | 6 | i | i | i | i | 1 | i | i | i
COc1ccc(/C=N/NS(=O)(=O)c2ccccc2)cc1OC | i | 0.2 | 6 | i | i | i | i | -5 | i | i | i
CCC1(CC)C(=O)C2=C3C1[C@H](C(=O)OC)C=C(C(=O)OC)C[C@H]3[C@H]1C(=O)N(Cc3ccccc3)C(=O)[C@H]1[C@H]2C (stereo partly drawn) | i | 1.3 | -1 | i | i | i | i | -3 | i | i | i
CCCOc1ccccc1C1NC(=O)NC(C)=C1C(=O)OCc1ccccc1 (stereo not drawn) | i | -0.2 | -8 | i | i | i | i | -8 | i | i | i
O=C1CCN(CCCc2ccccc2)CCN1[C@H](CO)Cc1ccccc1 | i | -0.9 | -1 | i | i | i | i | 1 | i | . | i

Outcome played no part in choosing rows. Share with any hit: about 6.1%.
